Screening data: PubChem BioAssay, several laboratories
Myeloid diff MLP – induction of myeloid progenitor differentiation, primary screen, cell-based, flow cytometry, MLPCN library; 360,000 tested, 1% active; calls only at 10 µM; ER-HoxA9 myeloid progenitors, lysozyme-GFP differentiation;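 active means normalized GFP-positive differentiation at or above the plate's own cutoff, the solvent-only control mean plus 3 SD; inconclusive means no clear call, values can overlap the other calls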;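 further: cells exposed to compound for four days before flow analysis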
WT yeast gro inh – growth inhibition of WT strain, primary screen, mitochondrial fusion inhibitor project, WT and mutant strains, chemical genetic; inhibition, % at 10 µM; mitochondrial fusion phenotypic screen; 190,000 tested, 2.1% active; AID 1362, 2008; in the data active means inhibition above about 58%; tested in S. cerevisiae
XIAP antagonists – XIAP antagonists, biochemical, IAP family, fluorescence polarization (AID 1018) | XIAP BIR domain, fluorescence polarization peptide displacement; higher % means a stronger effect | displacement, % at 20 µM, or IC50 in µM where a hit was titrated | 200,000 tested, 0.007% active | E3 ubiquitin-protein ligase XIAP (Homo sapiens); in the data active means displacement above about 50%; further: a part of the inactive calls stands beside numbers as strong as those of hits
Siah-1 displacement – Siah-1 peptide-binding antagonists, primary screen, biochemical, fluorescence polarization, rhodamine-plectin, uHTS (AID 1817) | E3 ubiquitin-protein ligase SIAH1 (Homo sapiens) | Siah-1 / rhodamine-plectin peptide fluorescence polarization; higher % means a stronger effect | displacement, % at 20 µM, or IC50 in µM where a hit was titrated | 290,000 tested, 0.02% active;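 active means displacement of at least 50% at 20 µM, with a fluorescence ratio check between 0.3 and a set limit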;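 further: plate controls were Siah plus tracer with DMSO for no effect and tracer alone without Siah for full effect; strong numbers were not always called active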
human PMI inhibition – inhibitors of human PMI, primary screen, biochemical, fluorescence intensity, coupled assay (AID 1209); purified PMI enzyme, coupled fluorescence intensity; higher % means a stronger effect; one-dose inhibition, % at 20 µM; IC50 in µM for titrated hits; 190,000 tested, 0.42% active;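 further: plate controls were DMSO vehicle for no effect and wells lacking substrate for full effect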
PhoP inhibition – inhibitors of PhoP regulon expression, primary screen, Salmonella Typhimurium, GFP reporter (AID 1863); S. Typhimurium PhoP-regulated promoter GFP reporter, 4 h; higher % means a stronger effect; one-dose inhibition, % at 50 µM; IC50 in µM for titrated hits; 300,000 tested, 0.16% active;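 active means inhibition over 29.93%, a cutoff 3 SD above the screen mean, later confirmed by dose response; inconclusive means inhibition over 29.93% but no dose response follow-up; inactive means inhibition at most 29.93% or unconfirmed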;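 further: 0% = low Mg2+ inducing control and 100% = high Mg2+ repressing control; strong numbers were not always called active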
PMI inhibition – human PMI inhibitors, high substrate, primary screen, biochemical, fluorescence intensity, high mannose 6-phosphate (AID 1220) | recombinant PMI enzyme, coupled fluorescence intensity; higher % means a stronger effect | inhibition, % at 20 µM; hits with a dose series show IC50 in µM | 190,000 tested, 0.66% active
TNAP activation fold – human TNAP enzyme activators, primary screen, biochemical, luminescent, no phosphate acceptor, uHTS (AID 1001). purified TNAP, luminescent activation assay, no phosphate acceptor; higher activation fold means a stronger effect. Alkaline phosphatase, tissue-nonspecific isozyme (Homo sapiens). activation fold at 20 µM, or EC50 in µM where a hit was titrated. 200,000 tested, 0.03% active; in the data active means activation fold from about 3, or a potency from the dose series; inactive means the rest, 99 in 100 with activation fold below about 1.6; further: many of its hits are not listed in these tables
RSV antiviral HEp-2 – RSV antiviral activity via CPE protection, HEp-2 cells, primary 10 µM value included (AID 2391) | HEp-2 cells, RSV-induced CPE inhibition; higher % means a stronger effect | CPE inhibition, % at 10 µM, or IC50 in µM where a hit was titrated | 310,000 tested, 0.13% active; in the data active means a potency from the dose series; inconclusive means CPE inhibition mostly from about 23% at the one dose, without a potency; inactive means the rest, 99 in 100 with CPE inhibition below about 21%; further: strong numbers were not always called active
WT yeast gro inh mutant strain – further read-out of WT yeast gro inh, marked with its call; inhibition, %; mitochondrial fusion phenotypic screen, mutant strain inhibition
Myeloid diff MLP GFP+ MAC1+ % – also measured in Myeloid diff MLP; calls as there; GFP+ MAC1+ double positive, %; measured here: differentiation confirmed by MAC1 staining
* hit, by the source's call; i = inactive; ? = inconclusive; nt = not tested or not shown. Unless noted, no stated cut-off is given here; in the data, active means inhibition above about 50%; inactive means the rest.

SMILES	Myeloid diff MLP	Myeloid diff MLP GFP+ MAC1+ %	WT yeast gro inh	WT yeast gro inh mutant strain	XIAP antagonists	Siah-1 displacement	human PMI inhibition	PhoP inhibition	PMI inhibition	TNAP activation fold	RSV antiviral HEp-2
O=S(=O)(NCC1COc2ccccc2O1)c1ccc2ccccc2c1 (stereo not given)	i	0.6	4	5	-3.8%	2%	24%	-13%	19%	1.2	4.5%
COC(=O)C1=C(C)N(C)C(=O)NC1c1cccc2ccccc12 (stereo not given)	i	0.4	nt	nt	nt	4%	nt	5%	nt	nt	1.8%
O=C(NCCCn1ccnc1)c1cc(Br)c(Br)s1	i	0.4	nt	nt	nt	10%	nt	2%	nt	nt	-1.4%
O=C(CCCOc1ccc(Cl)cc1Cl)Nc1ccccc1C(=O)O	i	0.3	nt	nt	nt	12%	nt	-11%	nt	nt	5.7µM*
COc1ccc(NC(=O)CC2C(=O)N(c3cccc(OC)c3)C(=O)N2C(C)C)cc1 (stereo not given)	i	2.6	-7	10	-5.6%	-1%	-2%	-5%	-5%	1.1	2.2%
NS(=O)(=O)c1ccc(NC(=O)CSc2ncccn2)cc1	i	0.2	nt	nt	nt	1%	nt	-7%	nt	nt	0.8%
COc1cc(C(=O)NCc2nnc(SCC(=O)Nc3c(C)cc(C)cc3C)o2)cc(OC)c1OC	i	0.0	nt	nt	nt	0%	nt	-5%	nt	nt	2.4%
CCC12OC(=N)C(C#N)(C1C)C(C#N)(C#N)C(c1ccccc1)O2 (stereo not given)	i	1.1	5	11	-1.4%	8%	20%	-11%	17%	1	2.0%
CCn1cnc2c1c(=O)n(CC(=O)NCc1ccccc1)c(=O)n2Cc1ccccc1	i	0.7	-11	16	-1.6%	4%	-5%	1%	-2%	1	1.2%
CCN(CC)C(=O)C1CCN(Cc2ccc(OCc3ccccc3)c(OC)c2)CC1	i	0.4	nt	nt	nt	1%	nt	-4%	nt	nt	-0.9%
COc1cccc(OC)c1C(=O)N1CCN(S(=O)(=O)c2ccc(C)cc2)CC1	i	0.7	-6	-11	-4.3%	3%	10%	-8%	9%	1.1	1.1%
COCCn1c(SCC(=O)N2CCCCCC2)nnc1-c1ccco1	i	0.6	nt	nt	nt	-1%	nt	-4%	nt	nt	2.5%
CCOc1cc(/C=C2\C(=N)N3N=C(C)SC3=NC2=O)ccc1OCCOc1cccc(OC)c1	i	0.8	nt	nt	nt	-3%	nt	-5%	nt	nt	0.6%
CCc1nnc(NC(=O)C2=NN(C3CCS(=O)(=O)C3)C(=O)CC2)s1 (stereo not given)	i	0.3	-18	2	-3.9%	-2%	7%	-8%	7%	1	-1.7%
CC1(C)Cc2c(cnn2-c2cccc(F)c2)C(NC(=O)c2csnn2)C1 (stereo not given)	i	0.6	nt	nt	nt	-3%	nt	4%	nt	nt	0.5%
Cc1cc(NC(=O)CN2CCN(c3ccccc3O)CC2)no1	i	2.3	-9	-9	-1.2%	-5%	17%	16%	20%	1	0.4%
COc1cccc(O)c1CN1CCCC(C(=O)c2cccc(C(F)(F)F)c2)C1 (stereo not given)	i	0.2	39	31	-7.0%	-6%	8%	9%	6%	1	1.3%
COc1ccc(C2NC(=O)NC3=C2C(=O)CCC3)cc1 (stereo not given)	i	0.4	nt	nt	nt	8%	nt	-3%	nt	nt	0.9%
Oc1ccccc1C=NCCN=Cc1ccccc1O	i	0.2	nt	nt	nt	6%	nt	-1%	nt	nt	-1.7%
COc1ccc(CNC(=O)CSc2nc3ccc(C)cc3[nH]2)cc1	i	1.0	nt	nt	nt	4%	nt	3%	nt	nt	1.9%
Cn1c(CSCc2ccc(Cl)cc2)nnc1SCC(=O)Nc1nc2ccccc2s1	i	0.7	10	17	2.3%	2%	-3%	-6%	-2%	1	-0.3%
COc1cccc(-c2cc3nc(-c4ccccc4)cc(=O)n3[nH]2)c1	?	nt	nt	nt	nt	-6%	nt	-6%	nt	nt	8.1%
Cc1noc(C)c1COc1ncnc2ccccc12	i	0.6	-8	-4	-8.2%	8%	-5%	-2%	-1%	1.1	2.6%
COC(=O)C1=C(C)NC(=O)NC1c1cccc(OC)c1OCc1ccccc1 (stereo not given)	i	0.1	12	22	-1.4%	2%	-2%	-5%	-4%	1.1	2.7%
CCc1cc(=O)oc2cc(C)cc(OCC(=O)N[C@@H](CSCc3ccccc3)C(=O)O)c12	i	2.4	nt	nt	nt	1%	nt	11%	nt	nt	1.8%
Cc1cc(C)n2nc(C(=O)Nc3ccc(S(=O)(=O)N4CCCC4)cc3)nc2n1	i	0.1	nt	nt	nt	10%	nt	-7%	nt	nt	2.0%
COc1ccc(CN2CCC(CNS(=O)(=O)c3cccc(C(F)(F)F)c3)CC2)cc1	i	0.5	nt	nt	nt	14%	nt	0%	nt	nt	0.2%
CCOC(=O)CC(NC(=O)c1ccc(C)cc1)c1ccc(C)cc1 (stereo not given)	i	1.9	4	1	-2.8%	-2%	-1%	-3%	3%	1.1	0.8%
CCN(CC)S(=O)(=O)c1ccc(N2CCOCC2)c(NC(=O)C23CC4CC(CC(Cl)(C4)C2)C3)c1	i	1.7	0	-1	-4.8%	9%	9%	-6%	13%	1	7.4%
O=C(c1nc2ccc(Cl)cn2c1CNCCn1ccnc1)N1CCCCCCC1	i	0.3	-10	-12	-3.0%	3%	2%	-4%	1%	1	?
O=C(NCCN1CCOCC1)c1cc(Sc2cccc(Cl)c2)nc2ccccc12	i	0.4	25	-6	1.5%	6%	11%	-6%	-4%	1	2.4%
COc1cccc(-c2nn3c(-c4ccccn4)nnc3s2)c1	i	1.6	5	-11	13%	-4%	-2%	-10%	-13%	1.2	0.9%
Cc1ccc(Cn2cnc3c(cnn3C(C)(C)C)c2=O)cc1	i	0.2	0	-6	-4.4%	9%	-1%	-6%	-7%	1.1	1.1%
Cc1ccc(S(=O)(=O)c2cc3c(=O)n4ccccc4nc3n(CCCN3CCOCC3)c2=N)cc1C	?	nt	nt	nt	nt	-7%	nt	-2%	nt	nt	3.0%
CCc1c(C)nc2cc(-c3cc(OC)cc(OC)c3)nn2c1N1CCCC1	i	5.4	55	16	-2.0%	2%	14%	-3%	9%	1	6.2%
CCCCCn1c(CN2CCN(CCO)CC2)nc2c1c(=O)n(C)c(=O)n2C	i	4.8	-1	-3	0.4%	0%	16%	2%	16%	1.1	-0.8%
O=C(CN(c1ccc(Cl)c(C(F)(F)F)c1)S(=O)(=O)c1ccccc1)N/N=C/c1cccc2c1OCCO2	i	1.3	-8	-3	-0.4%	-1%	4%	1%	8%	1	?
COc1cc(/C=C2/SC(=S)N(CC(=O)NC(C)(C)C)C2=O)cc(OC)c1OC	i	2.7	0	-12	-8.3%	-1%	12%	-9%	14%	1.1	2.0%
CN1CCN(c2nc3ccccn3c(=O)c2C=C(C#N)C#N)CC1	i	0.8	nt	nt	nt	-5%	nt	22%	nt	nt	0.9%
O=C(NCc1ccco1)c1nc2ncccn2n1	i	0.4	-11	11	-4.6%	4%	7%	0%	-2%	1.1	-0.9%
CC(C)(CNC(=O)Cc1ccc(Br)cc1)N1CCOCC1	i	1.2	nt	nt	nt	5%	nt	-3%	nt	nt	0.7%
COc1ccccc1N1CCN(C(=O)c2cc3c(=O)n(C)c4ccccc4c3n2C)CC1	i	4.8	11	-5	-4.5%	-4%	15%	1%	6%	1.1	15%
O=C(O)c1ccc(/C=N/Nc2cccc(C(F)(F)F)c2)cc1	i	0.9	-18	-2	-8.3%	0%	-42%	-6%	-33%	1.2	-0.8%
O=C(CC(=O)Nc1ccccc1C(F)(F)F)Nc1ccccc1C(F)(F)F	i	1.0	nt	nt	nt	2%	nt	-2%	nt	nt	1.7%
CCN(CC)N=Nc1ccc(C(=O)O)cc1	i	0.2	-6	-14	-5.5%	6%	12%	2%	2%	1.2	1.5%
COc1ccc(S(=O)(=O)N2CCC(C(=O)OCC(=O)c3ccccc3)CC2)cc1[N+](=O)[O-]	i	0.1	-11	-33	-4.0%	-4%	0%	2%	-4%	1.1	0.9%
CC(=O)NNS(=O)(=O)c1scc(S(=O)(=O)c2ccc(Cl)cc2)c1C	i	0.4	nt	nt	nt	6%	nt	-5%	nt	nt	1.7%
COC(=O)c1ccsc1NC(=O)c1cccc(OC)c1	i	0.7	22	14	-2.6%	4%	3%	6%	-1%	1.1	2.1%
CCOC(=O)C1=C(COC(=O)CNC(=O)c2ccc(C)cc2)NC(=O)NC1C (stereo not given)	?	nt	nt	nt	nt	3%	nt	-1%	nt	nt	1.7%
